Screening data as filed in PubChem.
TRPM1 prom inh – inhibitors of MITF-driven TRPM1 promoter in melanoma cells. SK-MEL-5 TRPM1 promoter luciferase, 24 h. inhibition, % at 12.5 µM. 330,000 tested, 0.83% active. AID 488899;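 active means mean inhibition across replicates of 60% or more, whatever share of single replicates reaches that level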; further: values of inactives mirror those of a sister screen read the other way
NR2E3 ag-1 – activates human NR2E3 receptor | inhibition of corepressor binding, % at 3.98 µM | 360,000 tested, 0.35% active | Q9Y5X4 | CHO-S Gal4-NCOR/VP16-NR2E3 two-hybrid, luciferase | AID 602229;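 active means inhibition above the mean of all tested compounds plus 3 SD, cut at about 70% in these data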;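 further: 0% = DMSO with NR2E3 transfected cells and 100% = cells lacking NR2E3 construct; higher means lower luciferase signal from less NR2E3 corepressor binding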
Target sequence (Q9Y5X4 whole entry, looked up, the tested form may be a part): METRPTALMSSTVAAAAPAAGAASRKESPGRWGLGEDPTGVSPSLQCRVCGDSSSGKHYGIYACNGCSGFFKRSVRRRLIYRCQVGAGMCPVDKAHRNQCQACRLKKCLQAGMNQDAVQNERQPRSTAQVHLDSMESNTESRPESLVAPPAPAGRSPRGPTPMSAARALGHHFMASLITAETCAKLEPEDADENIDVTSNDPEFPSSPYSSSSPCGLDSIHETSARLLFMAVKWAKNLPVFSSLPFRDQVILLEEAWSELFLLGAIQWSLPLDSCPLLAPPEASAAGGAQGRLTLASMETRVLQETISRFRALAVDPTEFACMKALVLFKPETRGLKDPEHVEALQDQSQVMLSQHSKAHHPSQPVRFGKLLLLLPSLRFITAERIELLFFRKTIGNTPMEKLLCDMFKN
KKLEB tox – counter-screen for CF NF-kB inhibitors: cytotoxicity. KKLEB CF airway cells viability, ATPlite luminescence, overnight; active compounds read low; cells stimulated with P. aeruginosa culture filtrate. activity change (cytotoxicity), % at 5 µM. 360,000 tested, 0.36% active. AID 602141;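 active means corrected activity change at or below -50% at 5 µM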
CF NFkB inh – blocks PAF-induced NF-kB reporter in cystic fibrosis cells | KKLEB NF-kB-GFP reporter, GFP fluorescence overnight | inhibition, % at 5 µM | 360,000 tested, 0.86% active;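 active means at least 50% inhibition at 5 µM, scaled per plate between neutral and stimulator controls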;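 further: PAF is a Pseudomonas aeruginosa culture filtrate used as stimulus; plate controls were PAF-stimulated DMSO wells for no effect and unstimulated DMSO wells for full effect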
Shn3 inh set2 – Schnurri-3 reporter inhibition in Clone20 osteoblasts | Clone20 osteoblast Shn3 3'UTR firefly luciferase, 24 h | inhibition, % at 12.5 µM | 360,000 tested, 0.52% active;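 active means mean inhibition of at least 75% with every replicate also reaching 75%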;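 further: 0% = median of neutral control wells and 100% = pilot-screen positive control compound; some compounds past the cut are filed as inactive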
Peg3 prom inh – reduces Peg3 promoter-driven luciferase expression in HeLa. HeLa PEG-Prom luciferase reporter, luminescence, overnight. inhibition, % at 20 µM. 360,000 tested, 1.7% active;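 active means inhibition of at least 50% at 20 µM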
NR2E3 ag-2 – activates human photoreceptor nuclear receptor NR2E3. Q9Y5X4. GST-NR2E3/biotin-RetCOR TR-FRET, 1536-well. inhibition of corepressor binding, % at 4.78 µM. 320,000 tested, 0.12% active. AID 2300;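 active means percent inhibition above the cutoff of mean plus 3 SD of all tested compounds, set per screening campaign, cut at about 20% in these data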;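 further: 0% = DMSO wells and 100% = biotin wells as full block of FRET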
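Material – GST-tagged NR2E3 plus biotinylated RetCOR corepressor · Quantity – NR2E3 fusion 1.35 nM · Times – 5 h incubation at 4 °C · Medium – pH 7.5 Tris-based buffer · Technique – TR-FRET, Eu(K)-anti-GST donor, streptavidin-D2 acceptor, ex 340, em 617/671 nm · Benchmarks – high control biotin, low control 0.6% DMSO · Format – 1536-well plates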
HIF-2a inh – blocks HIF-2a reporter activity. 786-0 RCC cells HIF-2a reporter, luciferase luminescence, overnight. inhibition, % at 18.8 µM. 360,000 tested, 0.72% active;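 active means inhibition of the luminescence signal of 40% or more relative to plate controls, in a single-dose primary screen at 18.75 µM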
iPSC survival up – increases survival of single human iPS cells; hiPSC single-cell survival, ATPlite luminescence; 100% = ROCK inhibitor wells, 0% = DMSO; survival enhancement, % at 20 µM; 360,000 tested, 0.044% active; in the data active means survival enhancement above about 18%;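 further: cells exposed to compounds for 16 hours before the ATP read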
TWEAK-Fn14 inh – TWEAK-Fn14 signaling inhibition | TWEAK-stimulated Fn14 reporter cells, luciferase luminescence, 8 h | inhibition, % at 10 µM | 360,000 tested, 2% active | AID 1159606; in the data active means inhibition above about 50%
aDG glyco act – alpha-DG glycosylation activation. Pro5-aDG cells, alpha-DG glycosylation AlphaScreen (IIH6); 0% Pro5, 100% B10-LARGE cell signal. activation, % at 10 µM. 360,000 tested, 0.22% active. AID 624168;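 active means activation of at least 8% versus controls, or a plate z-score of at least 8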;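 further: Pro5 are CHO cells carrying HIG-tagged alpha-DG that lacks glycosylation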
The depositor's hits bear a star; nt = not tested or not shown.

SMILES | TRPM1 prom inh | NR2E3 ag-1 | KKLEB tox | CF NFkB inh | Shn3 inh set2 | Peg3 prom inh | NR2E3 ag-2 | HIF-2a inh | iPSC survival up | TWEAK-Fn14 inh | aDG glyco act
CCN(CC)c1ccc(CNc2nc3ccccc3n2CCN2CCOCC2)cc1 | -5 | -40 | -8 | 11 | 65 | 18 | 0 | 13 | -0.1 | -8 | 1.2
CCc1nc2c(OCCC3CCCCC3)cccn2c1N(C)C(=O)CC(C)C | nt | 21 | -4 | -3 | 10 | 31 | nt | 14 | -2.8 | -43 | 0.2
COc1cccc(C(=O)N2CCC(C(=O)NCc3ccco3)CC2)c1 | -1 | -23 | 6 | 10 | -1 | 9 | 0 | 1 | 1.9 | 12 | 0.1
COC(=O)CC(=O)CSc1nc2c(cc1C#N)CCC2 | -14 | -16 | 0 | 7 | -3 | -29 | 2 | -55 | -2.0 | -15 | -0.1
OCC1(Cc2ccccc2C(F)(F)F)CCN(Cc2cccc3cnccc23)CC1 | 9 | -16 | -2 | 19 | 23 | 16 | 2 | 16 | -1.8 | -16 | -0.1
O=C(Nc1ccc(N2CCOCC2)cc1)c1cn2ccccc2n1 | 21 | -92 | 2 | 0 | 2 | 23 | -2 | -1 | -4.9 | 68* | 0.1
COC(=O)c1ccc(NC(=O)Cn2c([N+](=O)[O-])cnc2C)cc1 | -9 | -3 | 7 | 3 | 16 | 11 | 2 | 15 | -0.4 | -4 | -0.1
O=[N+]([O-])c1cc([N+](=O)[O-])c(Oc2c(F)ccc(F)c2F)cc1NN1CCCCC1 | -10 | -4 | -13 | 16 | 11 | 2 | 3 | 19 | 2.2 | -11 | -0.2
CNC(=O)c1[nH]cnc1C(=O)N[C@@H](C)C(=O)OC(C)(C)C | -9 | -17 | 2 | -8 | -25 | 1 | 2 | 4 | -1.2 | 5 | -0.1
CCOC(=O)[C@H]1[C@H]2COc3ccc(Cl)cc3[C@@H]2N2C(=O)c3cc(Cl)ccc3NC(=O)[C@@]12C | 10 | -7 | -3 | 4 | -14 | 25 | 3 | -1 | -1.5 | -47 | -0.2
COCCCn1c(SCC(=O)c2c(N)n(C3CC3)c(=O)[nH]c2=O)nnc1-c1ccccc1Cl | nt | -2 | -5 | 5 | -3 | 4 | nt | 4 | -1.8 | -6 | -0.2
Cc1ccn(C(=O)c2ccc(NC(=O)C3CC3)cc2)n1 | 9 | 14 | 2 | -9 | -4 | 3 | 5 | 18 | -1.1 | 6 | 0.3
c1ccc(Nc2nnc(-c3cccc4ccccc34)o2)cc1 | nt | -116 | -30 | 2 | -112 | -182 | 0 | -228 | -0.4 | -24 | -0.1
O=C(c1cccc(NS(=O)(=O)c2ccc(Br)cc2)c1)N1CCN(c2ccccc2O)CC1 | 12 | 23 | -5 | 36 | 5 | 21 | nt | 2 | -0.4 | 13 | -0.1
O=C(NCCC(=O)N1CCOCCOCCOCCOCC1)OCc1ccccc1 | -5 | 14 | -4 | 1 | 17 | 12 | 1 | 12 | 0.1 | -2 | -0.2
COc1ccc(C(O)c2nc(-c3ccoc3)cs2)cc1 (stereo not drawn) | nt | -5 | 22 | -47 | 3 | -35 | nt | -29 | -0.4 | -2 | 0.0
COc1ccc(-c2csc3nc(C)n(-n4cccc4)c(=O)c23)cc1 | -15 | -1 | -6 | -25 | 11 | 6 | 0 | 22 | 2.9 | -8 | 0.1
COc1cc(/C=C/C(=O)OCC(=O)N2CCCCCC2)ccc1OCC#N | -2 | 3 | -2 | 8 | 1 | -9 | 5 | 10 | 0.1 | 12 | 0.3
O=S1(=O)CC(N2CCCCC2)C(N2CCCCC2)C1 (stereo not drawn) | 14 | -6 | -13 | 10 | 7 | -7 | -3 | 14 | -2.8 | -15 | -0.2
Cc1sc2ncnc(SCC(=O)NC3CC3)c2c1C | -11 | 31 | -8 | -7 | -3 | -10 | 2 | -3 | 9.1 | 11 | 0.4
CCOc1ccccc1NC(=O)c1cc(C(=O)c2cc(Br)ccc2O)coc1=N | 17 | -46 | -10 | 26 | -2 | 19 | 0 | -8 | -1.0 | 2 | -0.2
Nc1nnc(CC(=O)N/N=C/c2ccc(-c3ccc(F)cc3)o2)s1 | nt | -10 | -1 | -17 | -16 | -9 | -3 | -10 | -0.1 | 4 | -0.1
Cc1ccc(Cl)cc1NC(=O)CSC(N)=O | -1 | 16 | 2 | -18 | 2 | -7 | -2 | 3 | 4.0 | -3 | -0.2
C=CCN1C(=O)c2ccccc2Sc2ccc(C(=O)NC(C)C)cc21 | 7 | -19 | -1 | 13 | 9 | 17 | 0 | 16 | 0.8 | -8 | 0.0
COc1ccc(NS(=O)(=O)c2cccc(C(=O)N3CCN(C/C=C/c4ccccc4)CC3)c2)cc1 | nt | 8 | -11 | -14 | 29 | -1 | nt | 6 | 0.9 | 7 | 0.9
O=C(COC(=O)c1ccccc1C(=O)c1ccccc1)Nc1cccc([N+](=O)[O-])c1 | 1 | 8 | 7 | 5 | -10 | -51 | 5 | -54 | -0.7 | 6 | 0.7
CCn1c(C(C)NC(C)=O)nc2ccccc21 (stereo not drawn) | nt | -9 | 8 | -18 | 0 | 2 | 0 | 3 | -2.7 | 9 | 0.2
O=C(Nc1ccc(OC(=O)c2ccncc2)cc1)c1ccncc1 | -7 | -22 | 0 | 5 | -13 | 19 | -3 | 5 | 0.1 | -2 | 0.2
CCc1nnc(NC(=O)CSc2nnnn2C)s1 | 13 | 8 | 6 | 5 | 4 | 6 | 2 | -10 | 0.4 | 2 | -0.1
O=c1[nH]c(C2CCN(S(=O)(=O)c3ccccc3)CC2)nc2c1nnn2Cc1c(F)cccc1Cl | 4 | -24 | -13 | 5 | 13 | 18 | 4 | 28 | 0.5 | 9 | 0.1
COc1ccc(Cn2nnnc2CN2CCCCCC2)cc1 | 8 | 4 | -7 | 0 | 2 | -2 | 2 | 10 | 2.1 | -11 | 0.0
Cn1c(CSc2nc3ccccc3s2)nnc1SCC(=O)NCc1cccnc1 | 7 | -12 | -2 | 4 | 6 | -2 | 0 | 8 | -1.2 | -19 | -0.2
C[C@@H]1CCCCO[C@H](CN(C)Cc2ccc(C(=O)O)cc2)[C@H](C)CN([C@@H](C)CO)C(=O)c2cc(NC(=O)Nc3ccc(C(F)(F)F)cc3)ccc2O1 | nt | 1 | 11 | -3 | 8 | 7 | nt | -2 | -0.3 | 12 | -0.4
O=C(O)CC1SC(=Nc2ccc(O)cc2)NC1=O (stereo not drawn) | 10 | -10 | 2 | 12 | -12 | 11 | -2 | 12 | 0.8 | 13 | 0.1
COc1ccc(NC(=O)CSc2n[nH]c(-c3ccccc3)n2)cc1S(N)(=O)=O | -8 | 2 | -14 | 9 | -5 | 5 | 2 | -7 | -0.1 | 6 | -0.2
CC(C)N(C(=O)CSc1nnc(C2CC2)n1C1CC1)c1ccccc1 | 12 | 7 | 5 | -4 | -10 | -14 | nt | -3 | 0.9 | -9 | 0.2
O=C(CSc1nnc(CNC(=O)c2cccs2)o1)NC1CCCCC1 | -4 | 0 | -4 | 1 | 3 | -6 | -1 | -2 | 4.8 | -7 | -0.1
COc1ccc(-n2c(SCC(=O)Nc3ccc([N+](=O)[O-])cc3OC)nc3ccccc32)cc1 | 21 | -23 | -14 | 18 | 41 | 6 | 1 | 11 | 0.5 | 2 | 0.4
CC(C)(C)c1ccc(OCC(=O)N(Cc2cccs2)C2CCS(=O)(=O)C2)cc1 (stereo not drawn) | 1 | 3 | 8 | 2 | 4 | 20 | 2 | 7 | 1.6 | -12 | -0.1
O=C(NC1CCCCCC1)c1cc(=O)[nH]c2ccc(S(=O)(=O)N3CCOCC3)cc12 | -4 | 6 | -2 | -7 | -23 | 13 | 2 | 10 | -0.8 | -1 | -0.2
COc1ccc(-c2cn3cccnc3n2)cc1NC(=O)C(C)Oc1ccccc1 (stereo not drawn) | -4 | -14 | 22 | -20 | 10 | 13 | 3 | -6 | -0.3 | -10 | 0.1
CN(CC(=O)Nc1cccc(F)c1)C(=O)CCCn1c(=O)oc2ccccc21 | 4 | -5 | 7 | -14 | -20 | -12 | 2 | -24 | 0.3 | -4 | 0.2
Fc1ccc(-c2nnc3ccc(N4CCc5ccccc5C4)nn23)cc1 | nt | -33 | -6 | -9 | 15 | 9 | -2 | -17 | 5.1 | 29 | -0.3
Cc1ccc(OCC(=O)Nc2ccc(-c3nnc(-c4ccco4)o3)cc2)cc1 | -47 | -42 | 0 | -15 | -15 | -21 | -7 | -33 | 2.0 | 7 | -0.2
COc1ccccc1CNC(=O)c1cc2ccccc2oc1=O | -9 | -35 | 13 | -42 | 7 | -160 | -1 | -179 | -0.2 | -28 | 0.1
CC1CN(Cc2ccccc2)C(=S)NC1=O (stereo not drawn) | -4 | -20 | 1 | -3 | -11 | -2 | nt | 14 | -2.0 | 11 | 0.1
NNC(=O)c1nnn(-c2nonc2N)c1CN1CCc2ccccc2C1 | 5 | 3 | -11 | 31 | 5 | 2 | -1 | 17 | 2.4 | 2 | -0.3
CC(C)NS(=O)(=O)c1ccc(NC(=O)CCc2ccccc2)cc1 | 8 | 19 | 7 | -8 | -10 | -6 | 4 | -16 | 2.0 | 2 | 0.0
CCOCCc1nnc(NC(=O)Cc2ccccc2)s1 | 2 | 10 | -6 | 5 | 13 | 13 | 0 | 12 | 0.7 | -13 | -0.1
Cc1cccc(NC(=S)N2CCCN(c3ncccc3[N+](=O)[O-])CC2)c1 | -6 | 20 | 2 | 4 | 32 | -1 | 0 | -8 | 1.1 | -8 | 0.1

Next part (2 carried over from the part before).
SMILES | TRPM1 prom inh | NR2E3 ag-1 | KKLEB tox | CF NFkB inh | Shn3 inh set2 | Peg3 prom inh | NR2E3 ag-2 | HIF-2a inh | iPSC survival up | TWEAK-Fn14 inh | aDG glyco act
CCOCCc1nnc(NC(=O)Cc2ccccc2)s1 | 2 | 10 | -6 | 5 | 13 | 13 | 0 | 12 | 0.7 | -13 | -0.1
Cc1cccc(NC(=S)N2CCCN(c3ncccc3[N+](=O)[O-])CC2)c1 | -6 | 20 | 2 | 4 | 32 | -1 | 0 | -8 | 1.1 | -8 | 0.1
CNC(=O)NC(=O)COc1ccc2oc3c(c2c1)CCCC3 | -37 | -16 | 5 | 9 | -45 | -134 | 2 | -101 | 0.4 | 6 | 0.0
O=C(c1ccco1)N1CCN(S(=O)(=O)c2cccs2)CC1 | 9 | -10 | 12 | 4 | 10 | 3 | 0 | 5 | 0.0 | 4 | 0.0
COc1ccc(/C=N/NC(=O)c2ccc(Cl)c(S(N)(=O)=O)c2)cc1OCC(N)=O | 5 | -4 | 30 | -7 | -1 | -10 | 0 | 10 | -0.5 | 15 | -0.1
O=C(Nc1ccccc1N1CCOCC1)c1ccc2ccccc2n1 | -20 | -42 | -21 | -25 | -29 | -110 | 2 | -200 | -2.3 | 27 | -0.2
CCOc1ccc(CCNC(=O)COC(=O)c2cccc(S(=O)(=O)N3CCCCC3)c2)cc1OCC | -1 | -25 | -4 | 1 | 4 | 6 | -2 | 7 | -0.1 | -9 | 0.1
